# INS promoter inh – TRM-6 insulin promoter activity inhibition; TRM-6 cells (human fetal islet line), insulin promoter-eGFP reporter, imaging; reporter expression induced with tamoxifen; inhibition, % at 2 µM; hit rate 0.9% among 130,000; AID 1273;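 active = inhibition above the mean plus 3 SD, with well images judged a real hit on visual review, cut at about 60% in these data, passing the limit was not always enough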
# SDO1 yeast rescue – compounds rescuing growth of sdo1-depleted yeast, bone marrow failure model; hit rate 0.21% among 140,000; AID 817; z-score at 10 µM; S. cerevisiae sdo1-depleted JHY4D growth rescue, OD600 30 h; active compounds read high; pdr5 snq2 efflux-pump mutant strain;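 active = z-score above 3 at both the 24 hr and the 30 hr optical density reads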;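 also: z-score against mean and SD of all compound wells on the same plate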
# SDO1 yeast rescue Rescue 24 h – second read-out of SDO1 yeast rescue, no call of its own (marks repeat the call); z-score; S. cerevisiae sdo1-depleted JHY4D growth rescue, OD600; measured here: growth rescue at 24 h;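 0 is the plate mean of compound wells and units are plate SD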
# Numbers without * were called inactive; · = no result given. The list is partial (hit frequency here may not be typical).
# Values in the order: INS promoter inh, SDO1 yeast rescue, SDO1 yeast rescue Rescue 24 h
> N#CC1=C(N2CCOCC2)/C(=C\c2ccccc2)CC1
 : -13, -0.7, -0.81
> S=c1[nH]nc(CSc2nc3ccccc3s2)o1
 : ·, -0.26, -0.57
> Nc1nn(-c2ccccc2)nc1C(=O)OCc1ccccc1F
 : -8, ·, ·
> CCCC(=O)NCCCc1nc2ccccc2n1CCC
 : ·, 0.26, -0.61
> Cc1ccc2oc(=O)c3cnn(CC(=O)N4CCCc5ccccc54)c3c2c1
 : ·, -1.5, -1.8
> S=C(Nc1ccc(Cl)cc1Cl)N1CCCCC1
 : 0, 2, 1.8
> O=C(C(Cc1ccccc1)n1cccc1)N1CCN(c2ncccn2)CC1 (stereo not given)
 : ·, 0.15, 0.14
> Oc1oc(-c2ccccc2Br)nc1/C=N/c1ccccn1
 : -14, ·, ·
> O=C(/C=C/c1ccc(Cl)cc1)NC(=S)Nc1ccc(N2CCOCC2)c(Cl)c1
 : 29, -1.2, -1.9
> CC(C)c1ccc(N(CC(=O)NN=C2CCN(C)CC2)S(=O)(=O)c2ccccc2)cc1
 : 10, ·, ·
> Cc1ccc(S(=O)(=O)c2nc(-c3cccs3)oc2NCCCN(C)C)cc1
 : -58, 0.62, 0.91
> O=C(COC(=O)C1CCN(S(=O)(=O)c2cccc3cccnc23)CC1)c1ccc(F)cc1
 : 6, 0.02, -0.26
> COc1ccccc1C(OC(=O)c1cccs1)C(=O)NCC1CCCO1 (stereo not given)
 : 11, -0.19, -0.08
> N#Cc1c(/N=C/c2ccco2)oc(-c2ccccc2)c1-c1ccccc1
 : ·, -1.3, -0.45
> COc1ccccc1NC(=O)/C(C#N)=C/c1cc([N+](=O)[O-])ccc1N1CCCC1
 : ·, 1.2, 2
> O=C(Nc1ccc2c(c1)OCCO2)NC1CCCCC1
 : -44, 0.48, 0.16
> CCC(C)(C)n1nnnc1C(c1ccc(C)cc1)N1CCCC1 (stereo not given)
 : ·, -0.78, -0.12
> Cc1cc(C(=O)N2CCN(c3ccccc3)CC2)no1
 : ·, 1.6, 2
> COc1cc(C2C(C#N)=C(C)NC3=C2C(=O)CC(C)(C)C3)cc(OC)c1O (stereo not given)
 : ·, -0.22, -0.33
> CCN(CC)CCCNC(=O)c1sc2ncn(CC(=O)Nc3ccc(C)c(Cl)c3)c(=O)c2c1C
 : -29, ·, ·
> Cc1ccc(Cn2cccc(NC(=O)NC3CCCCC3)c2=O)cc1
 : 31, -1.4, -0.03
> COc1ccc(C(=O)N(CCCO)C(C)C(=O)NC2CCCCC2)cc1OC (stereo not given)
 : ·, 0.3, -0.2
> S=C(Nc1ccccc1)N1CCCCCCC1
 : -7, ·, ·
> COc1cccc2c1OCC(C(=O)O)C2 (stereo not given)
 : -7, ·, ·
> CCOc1ccc(/C=C/C(=O)c2ccccc2)cc1OC
 : 19, -0.91, -0.89
> Cc1cc(C)c(NC(=O)C2CCCN2C)c(C)c1 (stereo not given)
 : -22, -0.4, -0.73
> CNC(=O)/C(C#N)=C/c1c(F)cccc1Cl
 : 28, -0.53, -1.1
> COc1cccc(NC(=O)CN(c2ccc([N+](=O)[O-])cc2)S(=O)(=O)c2ccccc2)c1
 : 33, -0.9, -1
> CCOc1cc(NC(=S)NC)c(OCC)cc1NC(=O)c1ccco1
 : -50, 0.65, 0.49
> CC(C)(C)C(=O)Nc1ccc(Sc2ccc([N+](=O)[O-])cc2)cc1
 : 58, 0.07, 0.32
> COc1cc(CN(C)CCc2ccccc2)ccc1OCc1ccccc1
 : ·, -0.39, -0.57
> COc1ccc(/C=C(/C#N)S(=O)(=O)c2ccc(C)cc2)cc1
 : 41, -0.5, -0.05
> O=C(Nc1cnn(Cc2ccc(Cl)c(Cl)c2)c1)c1nc2ncccn2n1
 : 13, 1.4, 1.2
> CN(/N=C/c1ccc(O)cc1O)c1nc(-c2ccccc2)cc(-c2ccccc2)n1
 : -10, -1.4, -0.83
> C=C(C)COc1ccc(-c2[nH]ncc2Oc2ccccc2OC)c(O)c1
 : -21, -2.2, -1.2
> CC(C)(C)c1ccc(NC(=O)c2ccccc2)c([N+](=O)[O-])c1
 : -21, ·, ·
> CS(=O)(=O)c1ccc(C(=O)NCC(c2ccco2)N2CCCCC2)cc1 (stereo not given)
 : 18, ·, ·
> CCc1nc2ccccc2c(C(=O)OCC(=O)NCc2ccco2)c1C
 : -40, -0.23, -0.24
> Clc1ccc(/C=N/Nc2ncnc3ccccc23)cc1Cl
 : ·, 0.26, 0.06
> N#Cc1cnn(Cc2ccccc2)c1/N=C/N1CCOCC1
 : -138, 0.11, -0.83
> COc1ccc(CCC(=O)Nc2cccc(Cl)c2)cc1
 : -29, -0.61, -0.84
> Cc1ccc([N+](=O)[O-])cc1NC(=O)CN(C(=O)c1ccc(Cl)cc1)C1CCCCC1
 : ·, -1.3, -0.38
> CCN(CC)c1ccc(/C=N/Nc2nc3ccccc3[nH]2)c(O)c1
 : 13, -0.39, 0.39
> COc1cc(-c2nnc(SCc3cc(=O)oc4cc(O)c(O)cc34)o2)cc(OC)c1OC
 : 35, -1.5, -1.3
> COc1ccc(NC(=O)CCN2C(=O)c3ccccc3S2(=O)=O)cc1
 : -30, 1.3, 2.1
> CC(C)Cc1ccc(/C(=N/O)C(=O)O)s1
 : 24, -0.08, -0.62
> Cc1cc(C(=O)N/N=C/c2ccc(N(C)C)cc2)c2ccccc2n1
 : -45, ·, ·
> O=C(NCCNS(=O)(=O)c1ccccc1)c1cc(OCC(F)(F)F)ccc1OCC(F)(F)F
 : -23, -0.05, 0.06
> COc1ccc2c(=O)c(C(=O)NCCc3ccc(OC)c(OC)c3)c[nH]c2c1
 : ·, -0.6, -1.2
> CC(/C=N/NC(=O)CSc1nnc(SCc2ccccc2)s1)=C\c1ccco1
 : ·, -0.6, -0.04
> CCCOc1c(OC)cc(Cl)cc1C1NC(=O)NC(C)=C1C(=O)NCc1ccccc1 (stereo not given)
 : -3, -1.2, -0.63
> COC(=O)c1nn(-c2ccccc2)c(Cl)c1/C=N/OCc1ccc(Cl)cc1Cl
 : 7, -2.8, -2
> COc1ccc(C2C(C(=O)O)CCC(=O)N2c2ccc(OC)cc2)cc1 (stereo not given)
 : 8, 0.64, 0.12
> COC(=O)c1ccc(C2C(C#N)=C(C)NC3=C2C(=O)CC(C)(C)C3)cc1 (stereo not given)
 : 0, 0.51, 1.2
> COc1ccccc1OCCOCCn1cnc2ccccc2c1=O
 : -26, 0.16, -0.56
> CC1Cc2ccccc2N1C(=O)Cn1c(=O)cc(O)c2ccccc21 (stereo not given)
 : -28, -0.94, -1.4
> COc1cccc(C(=O)NNC(=O)Cc2ccc(Cl)cc2)c1
 : 59, 1.4, 1.7
> CCCc1nnc(NC(=O)COC(=O)c2cc(C)nc3ccccc23)s1
 : ·, -0.27, -0.03
> O=C(COC(=O)c1ccc(Br)o1)Nc1ncc(Cl)cc1Cl
 : 21, ·, ·
> Cc1cc(C)n2nc(N)c(N=Nc3ccc(Cl)cc3)c2n1
 : 15, -1.8, -1.2

# (further entries)
# Values in the order: INS promoter inh, SDO1 yeast rescue, SDO1 yeast rescue Rescue 24 h
> COc1ccc(/C=C(\C#N)C(=O)NC2CCS(=O)(=O)C2)cc1OC (stereo not given)
 : 27, 0.42, 0.23
> O=C(Nc1cccnc1)C1CCCN(S(=O)(=O)c2ccccc2)C1 (stereo not given)
 : -9, 0.44, 0.31
> O=C(NCCc1nc2ccccc2[nH]1)c1cc([N+](=O)[O-])cc([N+](=O)[O-])c1
 : ·, -0.25, -0.69
> Cn1c(=O)c2c(nc(-n3ccnc3)n2Cc2ccc([N+](=O)[O-])cc2)n(C)c1=O
 : ·, 0.68, 0.17
> O=c1nc2ccccc2c2n1CC(CN1CCN(Cc3ccccc3)CC1)N2 (stereo not given)
 : -9, 0.4, -0.18
> C=CCOc1ccc(C=Nc2cccc(Cl)c2)c(O)c1
 : 15, -0.11, -0.33
> Nc1oc2ccc(F)cc2c(=O)c1C=O
 : -40, 1.1, 0.12
> COc1ccc(N2CCN(C(=O)CN(c3ccccc3)S(=O)(=O)c3ccc(OC)cc3)CC2)cc1
 : -80, -0.98, -0.59
> CCN(CC)C(=O)c1ccc(Oc2ccc([N+](=O)[O-])cc2Cl)cc1
 : 40, ·, ·
> Clc1ccc(-n2ncc3c(NCc4ccc5c(c4)OCO5)ncnc32)cc1
 : -14, -1.2, -0.25
> CC1CCC(C(=O)c2c(O)c3ccccc3oc2=O)CC1 (stereo not given)
 : -7, -1.6, -2
> CCOC(=O)N1CCC(=NNc2nc(C)cc(=O)[nH]2)CC1
 : 56, ·, ·
> Cc1ccc(OCCCC(=O)Nc2nccs2)cc1
 : 23, -0.02, 0.51
> O=C(Cn1cnc2ccccc2c1=O)Nc1nnc(C2CC2)s1
 : ·, 1.2, 1.1
> Cc1nc(COC(=O)c2ccc(S(=O)(=O)N3CCCC3)cc2)cs1
 : ·, 0.8, -0.66
> CCOC(=O)c1oc2ccc(S(=O)(=O)n3nc(-c4ccc(C)cc4)cc3N)cc2c1C
 : ·, -0.44, 0.01
> COc1ccc(NC(=O)C2CCCN2S(=O)(=O)c2ccc3c(c2)CCC(=O)N3)cc1Cl (stereo not given)
 : ·, 0.64, 0.11
> CCOC(=O)c1ccc(NC(=O)N(CC)CC)cc1
 : 40, 1.3, 2.2
> O=C1NC2(CCc3ccccc3C2)C(=O)N1CCOc1cccc(Cl)c1 (stereo not given)
 : 47, -0.94, -2.1
> Cc1ccc(S(=O)(=O)N2CCN(CC(=O)N/N=C/c3cc([N+](=O)[O-])ccc3Cl)CC2)cc1
 : ·, 0, -0.24

# Following part
Structure	INS promoter inh	SDO1 yeast rescue	SDO1 yeast rescue Rescue 24 h
Cc1ccc(S(=O)(=O)NC(CC(=O)N2CCOCC2)c2ccco2)cc1 (stereo not given)	·	2.4	3.8
CCNC(=O)COc1ccc(-c2ccccc2)cc1	-7	-0.29	-0.43
CCCCN(C(=O)CSc1nncn1-c1ccccc1)c1c(N)n(Cc2ccccc2)c(=O)[nH]c1=O	·	0.53	1.1
CC1(C)CC(=O)C(CC(=O)NC2CCCc3ccccc32)C(=O)C1 (stereo not given)	-21	·	·
CCN1C(=O)C(CC(=O)Nc2ccccc2)S/C1=N\c1ccccn1 (stereo not given)	-80	·	·
O=C(CSc1nnc(-c2ccc(S(=O)(=O)N3CCCC3)cc2)o1)NCc1ccco1	-45	2.6	3.1
Cc1cc(S(=O)(=O)Nc2ccc(N(C)C)cc2)c(C)s1	15	0.33	0.43
Cn1cnnc1SCc1ccc(C(=O)O)cc1	·	1.2	2.1
Cc1cc(C)cc(NC(=O)c2snc3c(=O)[nH]cnc23)c1	-6	1.2	1.8
N#Cc1cc(-c2ccc(Cl)cc2)cnc1Sc1ccc(F)cc1	·	-0.67	0.64
N#C/C(=C\c1cn(Cc2ccccc2C#N)c2ccccc12)C(=O)NCc1cccs1	·	-1.3	-0.72
COc1ccc(OC)c(C2(O)CSC(=Nc3cccnc3)N2Cc2ccco2)c1 (stereo not given)	53	·	·
CC(=O)Nc1ccc(S(=O)(=O)N(C)Cc2ccccc2)cc1	-14	·	·
Cc1cc(-c2ccccc2)nc(N(C)N)c1S(C)(=O)=O	56	·	·
Cc1cc(C(=O)N2CCN(Cc3ccc4c(c3)OCO4)CC2)cs1	-12	-0.4	-0.9
CC(=O)Nc1ccc2nc(NC(=O)COc3cccc(C)c3)sc2c1	-22	·	·
COc1ccc(C2(C(=O)Nc3c(C)n(C)n(-c4ccccc4)c3=O)CCCC2)cc1OC	24	0.19	-0.38
COc1ccc(-c2csc(NC(C)=O)n2)cc1OC	31	-0.61	-1.2
COc1ccc(/C=N/NC(=O)CCCCCNC(=O)c2ccccc2)cc1	23	0.05	-1.3
Cc1nnc(SCC(=O)Nc2ccc3c4c(cccc24)CC3)n1C	10	-0.36	-0.95

# For convenience, 4 of the compounds above.
Structure	INS promoter inh	SDO1 yeast rescue	SDO1 yeast rescue Rescue 24 h
COc1ccc(C2(C(=O)Nc3c(C)n(C)n(-c4ccccc4)c3=O)CCCC2)cc1OC	24	0.19	-0.38
COc1ccc(-c2csc(NC(C)=O)n2)cc1OC	31	-0.61	-1.2
COc1ccc(/C=N/NC(=O)CCCCCNC(=O)c2ccccc2)cc1	23	0.05	-1.3
Cc1nnc(SCC(=O)Nc2ccc3c4c(cccc24)CC3)n1C	10	-0.36	-0.95

# One compound at a time, from the list above.
# `C=C(C)COc1ccc(-c2[nH]ncc2Oc2ccccc2OC)c(O)c1` is entered as INS promoter inh = -21; SDO1 yeast rescue = -2.2; SDO1 yeast rescue Rescue 24 h = -1.2
# `Cn1cnnc1SCc1ccc(C(=O)O)cc1` is entered as INS promoter inh = ·; SDO1 yeast rescue = 1.2; SDO1 yeast rescue Rescue 24 h = 2.1

# Other entries.
Structure	INS promoter inh	SDO1 yeast rescue	SDO1 yeast rescue Rescue 24 h
O=C1CCc2cc(S(=O)(=O)N3CCN(C(=O)c4ccco4)CC3)ccc2N1	18	0.74	0.56
Cc1cc(C)c2c(n1)sc1c(N3CCN(CCO)CC3)ncnc12	67	-0.12	-0.72
CC(OC(=O)c1ccc2c(=O)n3c(nc2c1)CCCCC3)C(=O)Nc1ncc(Cl)cc1Cl (stereo not given)	-26	-0.62	-0.61
CC(NC(=O)COc1ccc(Oc2ccccc2)cc1)C(=O)O (stereo not given)	34	1.6	0.7
c1ccc(SCc2nc(-c3ccncc3)no2)cc1	23	0.12	1.1
COCCOC(=O)c1[nH]c2c(c1C)C(=O)C(C(=O)OC)C(C)C2 (stereo not given)	·	0.36	0.24
COc1ccccc1NC(=O)N1CCC(C(=O)c2ccc(F)cc2)CC1	·	0.52	-0.33
Cc1ccc(C)n1-c1sc2c(c1C(=O)O)CCCC2	12	1.3	1.4
COc1ccc(Nc2nc(N)nc(COc3ccc(OC)cc3)n2)cc1	-34	-1.4	-2.4
